VLA-4 inh: inhibition in human VLA-4 binding assay, primary screen, VLA-4 allosteric modulator project, MLPCN library, flow cytometry, VLA-4 expressing cells; ligand binding flow cytometry; 330,000 compounds, 0.2% hits; AID 2557, 2010; inhibition, % (about 7 µM as worked out from the volumes in the protocol); Integrin alpha-4 (Homo sapiens), P13612; in the data active = inhibition above about 50%
GLD-1 TGE inh: GLD-1/TGE RNA complex disruptors, primary screen, biochemical, fluorescence polarization; purified GLD-1 + fluorescein TGE RNA; inhibition, % at 5.96 µM; 320,000 compounds, 0.44% hits; AID 2280, 2010;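 active = percent inhibition above a per-plate cutoff, the plate mean of test compounds plus 3 SD, cut at about 30% in these data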;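 note: 0% = DMSO wells with GLD-1 and probe and 100% = wells lacking GLD-1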
MEX-5 binding: MEX-5 zinc finger RNA-binding disruptors – biochemical, C. elegans, fluorescence polarization, MLPCN library, primary screen; AID 1832, 2009; 300,000 compounds, 0.38% hits; activity score (negative = inhibition of binding), % at 10 µM; MEX-5/FITC-TCR2 RNA binding; hits give low values;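 active = inhibition past about -25% in most replicates, and total fluorescence under double the plate's negative control median, limit read from the data; inconclusive = replicates evenly split on the limit, or fluorescence at least double controls; inactive = too little inhibition in most replicates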;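 note: 0% = DMSO and -100% = 5 µM competing unlabeled TCR2 RNA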
Target sequence (Q9XUB2 whole entry, looked up): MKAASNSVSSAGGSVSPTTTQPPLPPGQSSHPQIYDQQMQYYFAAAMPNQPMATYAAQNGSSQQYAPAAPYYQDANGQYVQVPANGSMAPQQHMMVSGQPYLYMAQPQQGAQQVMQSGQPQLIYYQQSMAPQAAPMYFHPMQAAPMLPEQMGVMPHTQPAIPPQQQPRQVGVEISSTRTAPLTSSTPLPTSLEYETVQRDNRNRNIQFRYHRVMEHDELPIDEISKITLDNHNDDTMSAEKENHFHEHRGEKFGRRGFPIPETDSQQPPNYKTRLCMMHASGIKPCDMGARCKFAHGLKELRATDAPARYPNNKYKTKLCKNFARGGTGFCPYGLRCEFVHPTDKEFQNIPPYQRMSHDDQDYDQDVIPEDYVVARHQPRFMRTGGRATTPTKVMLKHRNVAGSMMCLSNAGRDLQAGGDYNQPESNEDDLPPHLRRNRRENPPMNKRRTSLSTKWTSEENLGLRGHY
Bcl-xL primary: inhibitors of human Bcl-xL, primary screen, biochemical, fluorescence polarization, HTS | GST-Bcl-xL / FITC-Bim BH3 peptide fluorescence polarization | 320,000 compounds, 0.7% hits | inhibition, % at 10.9 µM;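 active = inhibition above the mean of all tested compounds plus 3 SD, cutoff set per campaign, cut at about 30% in these data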;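 note: 0% = DMSO wells and 100% = unlabeled Bim-BH3 peptide competitor; inhibitors lower millipolarization by displacing the labeled peptide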
Target sequence (Q07817 whole entry, looked up): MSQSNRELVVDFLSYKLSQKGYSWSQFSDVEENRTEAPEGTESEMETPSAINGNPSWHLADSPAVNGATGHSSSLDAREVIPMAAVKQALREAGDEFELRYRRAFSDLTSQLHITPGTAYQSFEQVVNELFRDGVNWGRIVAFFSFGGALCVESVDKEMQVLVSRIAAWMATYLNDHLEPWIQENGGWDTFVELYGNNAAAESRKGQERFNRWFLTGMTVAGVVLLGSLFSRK
CR mimetic SO: reduction of superoxide in aged yeast, primary screen, HTS; superoxide response (% of plate mean), % at 10 µM; 330,000 compounds, 0.18% hits; AID 2690, 2010; S. cerevisiae aged cells, superoxide DHE fluorescence; hits give low values;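 active = superoxide response under a set limit, about three screen SD below normal, cut at about 65% in these data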;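 note: yeast aged for seven days with compound at 30 °C before DHE staining; 100% = average MFI of all compound-treated wells on the plate with controls excluded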
CIT2 TOR yeast: modulators of CIT2-GFP expression in yeast, primary screen, S. cerevisiae, GFP fusion, multiplex flow cytometry, MLPCN library; S. cerevisiae CIT2-GFP strain, 3 h; 100 means same as DMSO wells; GFP response vs DMSO, % at 10 µM; 320,000 compounds, 0.065% hits;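 active = GFP response relative to DMSO above a set limit, near the screen mean plus 3 SD, cut at about 150% in these data; inconclusive = Fewer than 70 cells measured for a yeast strain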;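 note: ratio of well median GFP fluorescence to mean of DMSO wells on the plate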
AGP1-GFP MLPCN: modulators of AGP1-GFP expression in yeast TOR pathway, primary screen, cell-based, multiplex flow cytometry, S. cerevisiae, MLPCN library; 320,000 compounds, 0.02% hits; 3 h; GFP as percent of DMSO wells; GFP response vs DMSO, % at 10 µM;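 active = GFP response relative to DMSO above a set limit, near screen average plus 3 SD, cut at about 150% in these data; inconclusive = fewer than 70 cells counted for the yeast strain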;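 note: median GFP channel fluorescence of the gated AGP1 strain per well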
GRK2 inh: compounds blocking aptamer binding on GRK2 – biochemical, human GRK2, bead flow cytometry, HTS, primary screen; inhibition of aptamer binding, % at 10 µM; FAM-aptamer displacement from GRK2; 330,000 compounds, 0.59% hits; AID 488847, 2010; Beta-adrenergic receptor kinase 1 (Homo sapiens), P25098;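 active = inhibition of aptamer binding above 40%, roughly 3 SD of noise, on plates passing a quality check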;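 note: median bead fluorescence of bound FAM aptamer so fluorescent compounds give negative values; no value below 0 was filed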
MCL1 BIM primary: inhibitors of MCL1 binding to BIM-BH3, primary screen, biochemical, fluorescence polarization; 320,000 compounds, 0.68% hits; Induced myeloid leukemia cell differentiation protein Mcl-1 (Homo sapiens), Q07820; GST-MCL1 / FITC-Bim-BH3 fluorescence polarization; inhibition, % at 10.9 µM; AID 2057, 2009;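 active = inhibition above the mean inhibition of all tested compounds plus 3 SD, set per campaign, cut at about 40% in these data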;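 note: 0% = DMSO wells and 100% = unlabeled Bim-BH3 peptide control; higher means more loss of mP so more displacement of Bim peptide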
Target sequence (Q07820 whole entry, looked up): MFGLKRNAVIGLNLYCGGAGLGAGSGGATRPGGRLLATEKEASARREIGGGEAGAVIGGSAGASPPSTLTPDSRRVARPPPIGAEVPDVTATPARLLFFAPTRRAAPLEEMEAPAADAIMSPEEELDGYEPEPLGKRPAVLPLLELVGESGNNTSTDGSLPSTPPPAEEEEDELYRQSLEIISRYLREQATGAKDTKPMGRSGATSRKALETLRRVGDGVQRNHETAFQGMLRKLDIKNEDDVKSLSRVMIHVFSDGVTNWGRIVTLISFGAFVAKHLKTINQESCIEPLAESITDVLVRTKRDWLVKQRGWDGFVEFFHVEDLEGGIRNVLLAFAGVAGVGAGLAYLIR
* hit, by the source's call; i = inactive; u = inconclusive; x = no result given; [ ] = another dose, or the depositor's remark.

molecule	VLA-4 inh	GLD-1 TGE inh	MEX-5 binding	Bcl-xL primary	CR mimetic SO	CIT2 TOR yeast	AGP1-GFP MLPCN	GRK2 inh	MCL1 BIM primary
Cc1ccc(S(=O)(=O)N(C)c2ccc(C(=O)N3CCN(Cc4ccc5c(c4)OCO5)CC3)cc2)cc1	-5	11	2.6	7	83	87	89	1	5
CCCc1cc(Nc2cccc(OCC)c2)n2ncnc2n1	-9	7	2.7	4	98	96	88	0	-1
O=C(OCn1nnc2ccccc2c1=O)c1ccc2c(=O)n3c(nc2c1)CCC3	6	1	-1.9	2	101	106	102	14	3
FC(F)(F)c1nnc(-c2ccccc2)nc1N1CCOCC1	4	-4	4.4	3	101	101	100	0	3
Cc1cc(CN(C)C(=O)CC2C(=O)NCCN2Cc2c(F)cccc2Cl)on1 (centres undefined)	-2	0	0.7	4	101	99	109	0	6
Cc1cc(C)n(CC(=O)NC2CCCCC2)n1	19	-5	0.4	3	90	98	94	0	4
Cc1cc(C(=O)OCC(=O)Nc2cccc(S(=O)(=O)N(C)C)c2)c(C)o1	2	4	0.6	-2	93	99	101	1	5
CCC(C)[C@H](NC(=O)Nc1ccc2c(c1)OCCO2)C(=O)O (some centres undefined)	-8	-4	-0.1	1	98	101	107	7	-4
COc1ccc(-n2c(CNC(=O)COc3ccccc3)n[nH]c2=S)cc1	-26	3	0.6	-9	105	99	105	1	-9
O=C(c1ccccc1Br)N1CCN(c2ccccn2)CC1	-6	-3	1.3	4	91	104	101	4	1

Further structures.
molecule	VLA-4 inh	GLD-1 TGE inh	MEX-5 binding	Bcl-xL primary	CR mimetic SO	CIT2 TOR yeast	AGP1-GFP MLPCN	GRK2 inh	MCL1 BIM primary
COc1ccc(CN(C2CCCC2)S(=O)(=O)c2ccc(-n3cnnn3)cc2)cc1OC	5	0	-3.4	6	109	88	93	0	-2
COc1ccc(-c2ccc(SCC(=O)N3CCN(c4ccccc4)CC3)nn2)cc1	6	0	0.2	1	116	94	101	2	-5
Cc1cc(NS(=O)(=O)c2ccc(Nc3nc(-c4sc(N)nc4C)cs3)cc2)no1	16	11	-29*	9	110	94	97	1	12
NC(=S)N/N=C1\CCOc2ccc(Cl)cc21	3	-1	-3.3	7	94	100	107	2	11
COc1ccc(S(=O)(=O)N2CCc3ccccc32)cc1C(=O)N1CCOCC1	3	1	-1.7	1	103	108	114	0	-1
COc1ccccc1N(C)S(=O)(=O)c1ccc(C(=O)Nc2ncc(C)s2)cc1	0	4	x	-3	75	113	106	1	1
COC(=O)c1ccccc1S(=O)(=O)Nc1ccc2cn[nH]c2c1	-2	-8	-2.6	4	101	95	109	1	6
C[C@H](CO)N1C[C@H](C)[C@@H](CN(C)S(=O)(=O)c2cn(C)cn2)Oc2c(NS(=O)(=O)c3ccc(F)cc3)cccc2C1=O	18	4	x	x	87	101	98	0	x
Cc1ccccc1NC(=O)Cn1cnc2c1c(=O)n(C)c(=O)n2C	-11	-2	-0.1	3	103	106	98	0	1
Cc1cc([N+](=O)[O-])ccc1NC(=O)Nc1ccccc1F	-2	4	-4.0	-3	112	91	105	0	-4

More entries follow.
molecule	VLA-4 inh	GLD-1 TGE inh	MEX-5 binding	Bcl-xL primary	CR mimetic SO	CIT2 TOR yeast	AGP1-GFP MLPCN	GRK2 inh	MCL1 BIM primary
Cc1[nH]nc(SCC(=O)Nc2cccc(O)c2)c1[N+](=O)[O-]	26	0	0.3	1	95	95	100	0	-3
COc1cc(C(=O)Nc2nc(-c3ccc(Cl)cc3)c(C)s2)ccc1OCC(=O)Nc1ccc(F)cc1	4	1	-1.5	-1	101	98	94	0	-8
O=C(Oc1cccc(/C=N/Nc2nc(N3CCOCC3)nc(N3CCOCC3)n2)c1)c1ccco1	-7	0	-2.3	1	104	112	103	2	-9
O=C(O)CC1=C(O)C(=O)N(c2ccccc2)C1c1ccc(Cl)cc1 (centres undefined)	8	8	-2.8	6	95	105	103	1	-1
CCOC(=O)Cc1csc(NC(=O)/C=C/c2ccccc2Cl)n1	14	3	-0.8	9	103	101	102	3	1
O=C(NCCC1=CCCCC1)c1cnc2n(c1=O)CCS2	2	4	-0.7	-2	89	102	102	3	4
O=C(O)c1ccc(CNCc2cccc(Cl)c2)cc1	-1	10	-1.2	3	102	99	95	x	-5
CCN(CC)S(=O)(=O)c1cccc(NC(=O)COc2ccc(F)cc2Br)c1	9	6	1.6	4	97	99	104	2	1
O=C(Cn1c(C2CC2)nc2ccccc2c1=O)Nc1ccc(Br)cc1	-7	6	-1.4	5	107	101	102	0	-1
O=C(Nc1ccc2oc(-c3ccccc3F)nc2c1)c1ccc2c(c1)OCCO2	7	5	0.6	3	101	88	101	0	1

Continued:
molecule	VLA-4 inh	GLD-1 TGE inh	MEX-5 binding	Bcl-xL primary	CR mimetic SO	CIT2 TOR yeast	AGP1-GFP MLPCN	GRK2 inh	MCL1 BIM primary
CC(C)CCn1c(=O)c2ccccc2c2ccccc2c1=O	19	-4	1.1	6	116	99	105	1	-3
CC1CC1C(=O)OCc1cc(=O)n2cc(Br)ccc2n1 (centres undefined)	-9	-5	0.7	2	103	88	80	0	5
O=S(=O)(Cc1ccccc1)c1nc2ccccc2n1Cc1ccccn1	-8	8	0.2	2	90	105	99	1	0
COc1cccc(CNS(=O)(=O)c2csc(C(N)=O)c2)c1	-10	-2	2.4	-3	93	100	91	0	6
O=C(Nc1cc(C(F)(F)F)ccc1N1CCCCC1)c1ccc(Br)o1	13	4	0.4	7	92	95	104	2	7
O=C(Nc1cccc(NC(=O)c2ccc(Br)cc2)c1)c1ccccc1	2	5	1.6	0	103	101	95	0	1
COC(=O)Cc1c[nH]c2ccc(OCC(O)CNC(C)C)cc12 (centres undefined)	-17	2	1.3	1	103	88	99	1	-6
O=C(NCC1CCCN(C(=O)CN2CCCCC2)C1)c1ccccc1Cl (centres undefined)	4	-9	1.0	7	110	101	107	2	3
Cc1ccc(C(=O)Nc2nnc(S(=O)(=O)N3CCC(C)CC3)s2)cc1	15	-1	1.7	-2	87	76	57	2	1
CCCCN(C(=O)CCC(=O)Nc1cc(C)on1)C(C(=O)NC(C)(C)C)c1ccccc1Cl (centres undefined)	1	4	1.3	4	100	98[may fluoresce red]	u	0	-1

(listing goes on)
Structure	VLA-4 inh	GLD-1 TGE inh	MEX-5 binding	Bcl-xL primary	CR mimetic SO	CIT2 TOR yeast	AGP1-GFP MLPCN	GRK2 inh	MCL1 BIM primary
O=C1CCCN1CCCNC(=S)Nc1ccc(Br)cc1Cl	9	2	-1.8	9	76	75	91	2	16
COc1ccccc1OCCNC(=O)CC(NC(C)=O)c1ccccc1 (centres undefined)	-2	4	2.2	3	93	100	104	0	-9
Cc1ccc(C)c(S(=O)(=O)N2CCN(CC(=O)N3CCc4ccccc4C3)CC2)c1	31	11	-0.8	6	100	97	95	0	2
CCOC(=O)c1cnc(SCC(=O)N2CCN(C(=O)c3ccco3)CC2)nc1N	-11	2	-1.4	2	105	106	111	0	-5
COc1cccc(/C=C(/CC(=O)Nc2ccc(N3CCOCC3)cc2)c2nc3ccccc3s2)c1	7	2	4.8	3	94	102	102	0	2
CCOc1ccc(N2CSC(=S)N(c3ccc(OCC)cc3)C2)cc1	3	6	0.3	5	105	85	104	0	8
Cc1ccccc1-c1nnc(SCc2ccccc2)o1	3	9	-1.4	4	i	102	100	1	5
CC(C)c1ccc(OCc2ccc(C(=O)N3CCN(c4ccccn4)CC3)cc2)cc1	-4	2	-0.7	2	67	90	83	2	5
CCOC(=O)c1ccc(NC(=O)NC2CC3CCC(C2)N3)cc1 (centres undefined)	2	0	-2.7	-1	90	93	118	0	10
Cc1ccc(N2C(=O)C3Sc4[nH]c(=O)sc4C(c4ccccc4)C3C2=O)cc1 (centres undefined)	4	7	x	8	96	94	91	1	15
COC(=O)C[C@H]1c2ccccc2S(=O)(=O)N1c1cccc(OC)c1	34	0	0.1	3	96	86	86	0	6
COc1ccc(NC(=O)C#Cc2ccccc2)cc1	10	-2	-1.5	8	96	79	90	1	-3
COc1ccc(C(=O)/C=C/Nc2ccccn2)c(OC)c1	30	0	0.8	-5	96	99	104	2	-3
O=C(N/N=C1\CCS(=O)(=O)c2ccc(F)cc21)c1ccc(O)cc1	14	1	0.5	5	82	107	99	0	-2
CCOc1ccc(NC(=O)C2=C(C)C(=O)OC23CCC(C)CC3)cc1 (centres undefined)	-108	-2	2.7	3	108	98	107	0	3
c1ccc2c(c1)ncn2Cc1nnc2sc(-c3ccc4c(c3)OCO4)nn12	7	-1	-0.2	1	109	u	x	2	6
N#Cc1ccc(C(=O)Nc2cccc(S(=O)(=O)NC3=NCCC3)c2)cc1	-10	3	x	x	115	101	97	0	x
O=S(=O)(NCc1csc(-c2cccs2)n1)c1cccc(C(F)(F)F)c1	-1	4	-1.1	7	111	92	104	2	3
O=C(c1cccc(C(F)(F)F)c1)C1CCCN(C(=O)CN2CCCC2=O)C1 (centres undefined)	17	-2	-1.8	1	89	91	96	3	-4
Cc1ccc(-c2nn(-c3ccccc3)cc2NC(=O)c2ccccc2)cc1	11	1	3.6	0	90	103	104	4	0
COc1ccc(OC(=O)c2cccc(S(=O)(=O)N3CCCC3)c2)cc1	2	7	1.7	4	93	105	104	0	4
Cc1ccc(S(=O)(=O)N2CCN(C(=O)NCc3ccc(C(=O)O)cc3)CC2)cc1	10	-5	-1.9	-2	108	93	100	1	0

Full records, looked up by structure. Order of values: VLA-4 inh, GLD-1 TGE inh, MEX-5 binding, Bcl-xL primary, CR mimetic SO, CIT2 TOR yeast, AGP1-GFP MLPCN, GRK2 inh, MCL1 BIM primary
Shown for CCOc1ccc(NC(=O)C2=C(C)C(=O)OC23CCC(C)CC3)cc1 (centres undefined) → -108, -2, 2.7, 3, 108, 98, 107, 0, 3
Shown for N#Cc1ccc(C(=O)Nc2cccc(S(=O)(=O)NC3=NCCC3)c2)cc1 → -10, 3, x, x, 115, 101, 97, 0, x
Shown for Cc1ccc(S(=O)(=O)N2CCN(C(=O)NCc3ccc(C(=O)O)cc3)CC2)cc1 → 10, -5, -1.9, -2, 108, 93, 100, 1, 0
